Autophagy HCS: alters autophagy in cells. MEF GFP-LC3 puncta imaging; test concentration mostly 10 µM. calls only at 10 µM (by protocol). 190,000 compounds, 0.98% hits;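 active = percentage of spot-positive cells more than 3 SD above its plate mean, without a fluorescence outlier flag or 80% toxicity; inconclusive = no clear call, values can overlap the other calls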;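 note: spot-positive cell cutoff set from DMSO-treated cells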
MT stabilizer: stabilizes microtubules in HeLa cells. % tubulin-high responders, % at 10 µM. 200,000 compounds, 0.83% hits. HeLa tubulin immunostaining HCS, 24 h; share of cells brighter than vehicle mean+2SD;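 active = plate Z-score above 3 for both tubulin-high and condensed-nucleus cell shares, with cell loss under 80%, at 10 µM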;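 note: anti alpha tubulin signal scored within the nucleus-defined area of each cell; some results filed as inactive read as strong as hits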
Myeloid diff MLP: promotes myeloid progenitor differentiation; 360,000 compounds, 1% hits; ER-HoxA9 myeloid progenitors, lysozyme-GFP differentiation, flow cytometry; calls only at 10 µM;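 active = normalized GFP-positive differentiation at or above the plate's own cutoff, the solvent-only control mean plus 3 SD; inconclusive = no clear call, values can overlap the other calls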;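 note: cells exposed to compound for four days before flow analysis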
T cell HTS: T cell immune modulation candidate. 2C CD8+ T cell-vesicle binding, flow cytometry; stronger effect = lower value. calls only at 7 µM. 330,000 compounds, 0.068% hits. AID 2052;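 active = response, share of CD8 T cells binding vesicles, and their 90th percentile fluorescence all below set limits, cut at about 80% in these data, passing the limit was not always enough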
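Benchmarks: naked versus QL9-loaded vesicles / Assay system: purified 2C TCR transgenic mouse naive CD8+ T cells / Technique: high-throughput flow cytometry with anti-B7-1 and anti-CD8 staining / Timing: Cell–vesicle co-incubation 1.5 h at 37 °C, staining 20 min on ice / Read-out: percent CD8+ FL2 mean versus row control / Probe or stimulus: QL9-loaded Drosophila micro-vesicles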
Lipid droplet: modulators of hepatic lipid droplet formation; AML12 mouse hepatocytes, oleate lipid droplets, BODIPY imaging; inhibition, % at 6.5 µM; 240,000 compounds, 0.4% hits; AID 1656;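 active = lipid droplet intensity inhibited by at least 50%, with more than 500 cells counted; inconclusive = wells with under 300 cells, treated as cytotoxic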
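Test system: AML12 hepatocytes (mouse); reagent: oleate loading, 100 µM; dosing: one dose, 6.5 µM compound; incubation: overnight exposure; signal: fluorescence imaging, 20x objective, two fields per well; read-out basis: % inhibition of corrected integrated BODIPY droplet signal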
Insulin prom up: MIN6 insulin promoter up-regulation | 190,000 compounds, 0.3% hits | AID 1625 | z-score at 5 µM | MIN6 insulin promoter-GFP reporter, high-content imaging; stronger effect = higher value;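 active = z-score above 3 at 5 µM with at least 500 cells counted in the well; inconclusive = wells under 500 cells, flagged as cytotoxic or low count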
West Nile virus CPE: West Nile virus antiviral activity, cell-based, CPE readout (AID 1621); West Nile virus-infected cells, CPE inhibition; higher % means a stronger effect; 290,000 compounds, 0.02% hits; CPE inhibition, % at 10 µM; hits with a dose series show IC50 in µM; in the data active = a potency from the dose series; inconclusive = CPE inhibition mostly from about 3.7% at the one dose, without a potency; inactive = the rest, 99 in 100 with CPE inhibition below about 2.2%; note: strong numbers were not always called active
WT yeast gro inh: growth inhibition of WT yeast, mitochondrial fusion screen | mitochondrial fusion phenotypic screen, WT strain | inhibition, % at 10 µM | 190,000 compounds, 2.1% hits | AID 1362; in the data active = inhibition above about 58%; tested in S. cerevisiae
b-catenin transl: modulators of beta-catenin nuclear translocation | HeLa beta-catenin nuclear translocation, immunofluorescence imaging | nuclear translocation activity, % at 5 µM | 190,000 compounds, 0.3% hits | AID 1665;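 active = nuclear translocation activity above 50% at 5 µM, with a well cell count of 50 or more; inconclusive = wells under 50 cells across six images, flagged as toxic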;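 note: per-cell ratio of nuclear to cytoplasmic median beta-catenin stain intensity; plate controls were DMSO negative control for no effect and GSK-3 inhibitor IX positive control for full effect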
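Test system: human HeLa cells, endogenous beta-catenin. Times: 24 h compound exposure, 37°C. Measured by: beta-catenin immunofluorescence imaging with DAPI.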
WT yeast gro inh mutant strain: recorded beside WT yeast gro inh, whose call it bears; inhibition, %; mitochondrial fusion phenotypic screen, mutant strain inhibition
Insulin prom up cell count: further read-out of Insulin prom up, marked with its call; cell count; measured here: cytotoxicity, nuclei count;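 total cells summed across four imaged fields per well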
Lipid droplet cells 6.5 µM: recorded beside Lipid droplet, whose call it bears; cell count; measured here: cell count, cytotoxicity flag;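 cells counted across two imaged fields per well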
b-catenin transl cell count 5 µM: also measured in b-catenin transl; calls as there; cell count; measured here: cell count, cytotoxicity flag
T cell HTS vesicle-bound %: further read-out of T cell HTS, marked with its call; double positive events, %; measured here: CD8+ vesicle-bound cell fraction;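 binding gate set so that unloaded-vesicle control wells show 10% double positive cells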
MT stabilizer Hoechst-high %: recorded beside MT stabilizer, whose call it bears; % Hoechst-high responders; measured here: nuclear condensation Hoechst responders;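 share of cells brighter than vehicle mean plus two SD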
MT stabilizer cytotoxicity %: also measured in MT stabilizer; calls as there; toxicity, %; measured here: cytotoxicity by cell density;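 0% = mean cell density of plate MIN control wells and 100% = no cells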
Autophagy HCS cell loss 18 h: recorded beside Autophagy HCS, whose call it bears; toxicity, %; measured here: cell loss, nuclei count;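 cell loss after 18 h compound exposure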
Myeloid diff MLP GFP+ MAC1+ %: also measured in Myeloid diff MLP; calls as there; GFP+ MAC1+ double positive, %; measured here: differentiation confirmed by MAC1 staining
* hit, by the source's call; i = inactive; ? = inconclusive; nt = no result given; & = joins results of further samples.

SMILES	Autophagy HCS	Autophagy HCS cell loss 18 h	MT stabilizer	MT stabilizer Hoechst-high %	MT stabilizer cytotoxicity %	Myeloid diff MLP	Myeloid diff MLP GFP+ MAC1+ %	T cell HTS	T cell HTS vesicle-bound %	Lipid droplet	Lipid droplet cells 6.5 µM	Insulin prom up	Insulin prom up cell count	West Nile virus CPE	WT yeast gro inh	WT yeast gro inh mutant strain	b-catenin transl	b-catenin transl cell count 5 µM
C=CCN=Cc1c(C)[nH]n(-c2ccccc2)c1=O	i	7	5.6	2.3	6.5	i	0.5	i	58	-10	699	-0.3	1209	0.1%	-11	3	0.9	1060
Cc1cccc(CS(=O)(=O)c2nnc([C@H](Cc3ccccc3)NC(=O)OC(C)(C)C)o2)c1	i	-1	0.5	1.3	9.0	i	4.5	i	9	nt	nt	-0.9	861	0.3%	47	-18	nt	nt
CS(=O)(=O)c1ccc2sc(NC(=O)c3cc4ccccc4o3)nc2c1	nt	nt	nt	nt	nt	i	0.2	i	23	-2	696	-1.1	1064	0.6%	nt	nt	-1.0	1338
COc1cccc(-c2cc(-c3cccnc3)c(C#N)c(N)n2)c1	nt	nt	nt	nt	nt	i	0.6	i	56	31	644	-0.12	957	0.4%	nt	nt	-1.3	1387
Cc1ccc(C2(C)NC(=O)N(Cc3c(C)noc3C)C2=O)cc1 (stereo not drawn)	i	21	4.6	3.9	3.3	i	0.9	i	21	-14	781	-0.96	1252	-0.1%	-1	3	-8.7	1250
COc1ccccc1N1CCN(C(=O)CSc2nc(-c3ccccc3)cc(=O)[nH]2)CC1	i	-4	3.4	2.5	8.0	i	1.3	i	55	26	755	nt	nt	0.8%	2	4	nt	nt
Cc1cccc(-n2cc(CN3CCN(C(=O)c4ncn[nH]4)CC3)c(-c3cccc(F)c3)n2)c1	i	7	2.4	2.6	7.0	i	0.5	i	59	-19	708	-0.16	1436	0.4%	10	-18	1.9	1039
O=C(CN1CCOCC1)NCc1ccccc1Cl	nt	nt	nt	nt	nt	i	3.0	i	44	-4	795	nt	nt	0.1%	nt	nt	nt	nt
COc1ccc(NC(=S)N2CCN(c3ccc([N+](=O)[O-])cc3)CC2)cc1OC	i	8	2.6	2.1	8.0	i	0.8	i	8	3	556	0.61	1388	-1.6%	-3	0	-0.5	1431
Nc1nc(-c2ccccn2)nc(N)c1Cc1ccccc1F	i	1	4.0	3.2	0.7	i	0.2	i	52	nt	nt	-0.55	934	-0.2%	1	1	-2.2	1094
O=C(CCCn1c(=O)[nH]c2ccccc2c1=O)Nc1ccc(F)cc1	i	3	5.5	2.0	4.3	i	0.8	i	42	15	687	-0.62	1066	0.4%	-24	7	-0.9	1139
O=[N+]([O-])c1ccc(Oc2ccc(-c3nnco3)cc2)c(Cl)c1	nt	nt	nt	nt	nt	i	5.1	i	55	7	769	nt	nt	0.7%	nt	nt	nt	nt
COc1ccc(CNC(=O)C2CCN(S(C)(=O)=O)CC2)c(OC)c1	i	13	3.3	1.5	9.1	i	0.9	i	48	13	669	-0.35	1559	0.5%	-9	-12	-4.1	1161
Cn1c(=O)c2c(nc(CN3CCN(Cc4ccccc4)CC3)n2Cc2ccc(Cl)cc2)n(C)c1=O	i	4	5.8	1.5	4.1	i	9.4	i	11	nt	nt	-1	984	-0.5%	14	10	-5.6	1155
COc1ccc(-c2onc(C)c2-c2cnn(-c3ccccc3)c2)c(O)c1	i	-3	3.2	3.2	3.2	i	0.1	i	10	23	748	nt	nt	-0.5%	-10	-4	-0.9	971
CCOC(=O)Cc1csc(NC(=O)/C=C/c2ccc(Cl)cc2)n1	nt	nt	nt	nt	nt	i	0.0	i	27	-2	643	0.13	1043	-0.1%	nt	nt	0.6	1264
CCN1C(=O)c2ccccc2Sc2ccc(C(=O)NCCCN3CCOCC3)cc21	i	6	3.7	2.5	1.7	i	0.8	i	39	-7	708	0.22	1257	-1.0%	4	11	1.1	1104
CCCCCCNC(=O)Cc1ccc(Br)cc1	i	-6	1.6	3.1	4.2	i	0.4	i	64	-11	733	-0.63	1562	-0.5%	-16	-6	-0.8	1023
Cc1sc2ncn(CC(=O)N3CCC(C(N)=O)CC3)c(=O)c2c1S(=O)(=O)N1CCOCC1	nt	nt	nt	nt	nt	i	1.0	i	43	0	775	nt	nt	0.7%	nt	nt	nt	nt
COc1ccc(C(=O)N2CCN(Cc3ccccc3[N+](=O)[O-])CC2)cc1	nt	nt	nt	nt	nt	i	1.2	i	58	-2	848	nt	nt	-0.7%	nt	nt	nt	nt
C[C@@H]1NC(=O)[C@H](CC(N)=O)NC(=O)c2cc([N+](=O)[O-])cc(I)c2OCC[C@@H](C(=O)NC(CC(=O)O)C(N)=O)NC1=O (stereo partly drawn)	i	-4	2.2	3.0	5.3	nt	nt	i	27	-3	681	0.2	1184	0.8%	1	4	nt	nt
CN1CCN(S(=O)(=O)c2cccc(C(=O)NCc3ccc(Cl)cc3)c2)CC1	i	1	1.4	1.7	1.0	i	0.9	i	22	6	660	-0.48	1247	-1.2%	13	5	-3.2	1055
CN(CC(=O)Nc1ccc(F)cc1)C(=O)COC(=O)CN1C(=O)NC2(CCCC2)C1=O	nt	nt	nt	nt	nt	i	5.7	i	29	-4	668	nt	nt	-0.3%	nt	nt	nt	nt
C1CN(c2nc3nonc3n3nnnc23)CCO1	i	3	8.7	0.7	4.6	i	1.5	i	39	nt	nt	-0.19	1189	0.0%	-12	17	-2.6	1005
Cc1nc(NC(=O)c2cc3ccccc3o2)ccc1Br	nt	nt	nt	nt	nt	i	1.0	i	8	-1	769	nt	nt	-0.4%	nt	nt	nt	nt
CC(=O)Oc1ccc(C2OC(=O)c3ccccc3N2C(C)=O)cc1 (stereo not drawn)	i	-8	1.8	1.4	7.1	i	0.6	i	46	8	786	-0.47	917	0.6%	-6	5	nt	nt
CCOC(=O)c1c(C)nc2c(c1-c1cc(OC)ccc1OC)C(=O)CC(C)(C)C2	nt	nt	nt	nt	nt	i	0.9	i	14	-22	703	-0.2	1075	-0.1%	nt	nt	0.0	1375
COc1ccc(NC(=O)C2CCC(CNc3c(N4CCCCC4)c(=O)c3=O)CC2)cc1OC (stereo not drawn)	i	7	6.1	2.4	3.3	i	0.8&1.6	i	19	nt	nt	0.65	873	0.1%	-6	2	nt	nt
O=C(Nc1ccccc1Cl)OC1CCCCC1	nt	nt	nt	nt	nt	i	0.8	i	26	1	810	nt	nt	0.1%	nt	nt	nt	nt
O=C(O)C1CCN(c2c([N+](=O)[O-])cc(C(F)(F)F)cc2[N+](=O)[O-])CC1	i	3	1.6	1.3	2.8	i	1.5	i	48	nt	nt	nt	nt	0.1%	-11	-9	nt	nt
c1ccc(-c2ccccc2OCCOCCN2CCNCC2)cc1	i	1	3.5	1.4	6.4	i	0.0	i	43	4	669	0.04	1398	1.0%	-6	8	0.0	1486
O=C(COC(=O)c1n[nH]c2ccccc12)Nc1ccc(S(=O)(=O)N2CCCC2)cc1	i	3	1.4	1.6	12	i	0.7	i	32	-16	724	0.56	795	0.1%	1	-8	-3.6	1095
O=C(N/N=C/C(Cl)=C/c1ccccc1)c1ccccc1F	nt	nt	nt	nt	nt	i	0.8	i	27	-12	855	nt	nt	-0.4%	nt	nt	nt	nt
CCN(Cc1ccncc1)Cc1cn[nH]c1-c1cc(OC)c(OC)c(OC)c1	i	16	4.4	2.7	4.4	i	0.5	i	33	5	768	-0.22	1438	-0.2%	5	2	-4.5	962
N#Cc1ccc(/C=C\c2nccc3c2[nH]c2ccccc23)cc1	i	-4	6.4	3.2	3.6	i	0.2	i	38	-4	690	0.78	907	-1.1%	21	19	1.0	1102
COc1ccc(OCC(O)CNCc2ccco2)cc1 (stereo not drawn)	i	-12	4.7	2.3	4.7	i	0.9	i	4	nt	nt	0.05	1186	0.0%	72*	-3.7*	2.1	792
COc1cccc(NCc2ccc([N+](=O)[O-])s2)c1	i	16	3.6	1.8	5.9	i	1.0	i	10	2	671	0.07	1298	-0.9%	8	4	-2.5	490
O=C(Nc1ccccc1Oc1cccnc1)C1CCCN(Cc2cccc(Cl)c2)C1 (stereo not drawn)	nt	nt	nt	nt	nt	i	4.1	i	16	-32	678	nt	nt	-0.6%	nt	nt	nt	nt
O=C(CSc1nnc(C2CC2)n1Cc1ccccc1)NCc1ccccc1	i	2	2.5	1.9	0.9	i	0.9	i	35	nt	nt	-0.79	1468	-0.4%	6	8	2.6	1376
C=CCn1c(O)c(N=NC(=S)Nc2ccccc2F)c2cc(S(=O)(=O)N3CCOCC3)ccc21	i	5	2.8	1.7	2.3	i	0.3	i	14	-11	713	-2.8	911	0.0%	25	5	0.9	1094
Cc1onc(C(=O)Nc2sc3c(c2C(N)=O)CCCC3)c1[N+](=O)[O-]	nt	nt	nt	nt	nt	i	0.4	i	25	11	781	0.45	1098	0.5%	nt	nt	2.5	1131
O=C(NCc1ccco1)c1ccc(Cn2c(=O)c3sccc3n(Cc3cccc(F)c3)c2=O)cc1	i	29	4.2	1.5	8.8	i	3.0	i	41	nt	nt	0.81	910	?	-6	-14	nt	nt

Assay outcomes from PubChem.
